DDE Tn6 FP inh – inhibitors of Tn6 peptide binding to fibrin DD(E), primary screen, biochemical, fluorescence polarization, human fibrin, Tn6 probe. Fibrinogen beta chain (Homo sapiens), P02675. Fibrin DD(E) TRITC-Tn6 fluorescence polarization displacement. inhibition, % at 8.3 µM. 0.21% of 370,000 active. AID 720509, 2013;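 active = inhibition above a per-campaign cutoff: mean of compounds within control limits plus 3 SD, cut at about 15% in these data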;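 also: 0% = median of all compound wells on the plate and 100% = blocking peptide control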
PLCb3 inh – human PLC-beta3 inhibitors, primary screen, biochemical, fluorescence; 1-phosphatidylinositol 4,5-bisphosphate phosphodiesterase beta-3 (Homo sapiens), Q01970; Purified PLC-beta3, fluorogenic substrate; inhibition, % at 12.2 µM; 0.18% of 370,000 active; AID 720704, 2013; in the data active = inhibition above about 11%;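 also: 0% = median of compound wells on plate and 100% = full blocker control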
Target sequence (Q01970 whole entry, looked up): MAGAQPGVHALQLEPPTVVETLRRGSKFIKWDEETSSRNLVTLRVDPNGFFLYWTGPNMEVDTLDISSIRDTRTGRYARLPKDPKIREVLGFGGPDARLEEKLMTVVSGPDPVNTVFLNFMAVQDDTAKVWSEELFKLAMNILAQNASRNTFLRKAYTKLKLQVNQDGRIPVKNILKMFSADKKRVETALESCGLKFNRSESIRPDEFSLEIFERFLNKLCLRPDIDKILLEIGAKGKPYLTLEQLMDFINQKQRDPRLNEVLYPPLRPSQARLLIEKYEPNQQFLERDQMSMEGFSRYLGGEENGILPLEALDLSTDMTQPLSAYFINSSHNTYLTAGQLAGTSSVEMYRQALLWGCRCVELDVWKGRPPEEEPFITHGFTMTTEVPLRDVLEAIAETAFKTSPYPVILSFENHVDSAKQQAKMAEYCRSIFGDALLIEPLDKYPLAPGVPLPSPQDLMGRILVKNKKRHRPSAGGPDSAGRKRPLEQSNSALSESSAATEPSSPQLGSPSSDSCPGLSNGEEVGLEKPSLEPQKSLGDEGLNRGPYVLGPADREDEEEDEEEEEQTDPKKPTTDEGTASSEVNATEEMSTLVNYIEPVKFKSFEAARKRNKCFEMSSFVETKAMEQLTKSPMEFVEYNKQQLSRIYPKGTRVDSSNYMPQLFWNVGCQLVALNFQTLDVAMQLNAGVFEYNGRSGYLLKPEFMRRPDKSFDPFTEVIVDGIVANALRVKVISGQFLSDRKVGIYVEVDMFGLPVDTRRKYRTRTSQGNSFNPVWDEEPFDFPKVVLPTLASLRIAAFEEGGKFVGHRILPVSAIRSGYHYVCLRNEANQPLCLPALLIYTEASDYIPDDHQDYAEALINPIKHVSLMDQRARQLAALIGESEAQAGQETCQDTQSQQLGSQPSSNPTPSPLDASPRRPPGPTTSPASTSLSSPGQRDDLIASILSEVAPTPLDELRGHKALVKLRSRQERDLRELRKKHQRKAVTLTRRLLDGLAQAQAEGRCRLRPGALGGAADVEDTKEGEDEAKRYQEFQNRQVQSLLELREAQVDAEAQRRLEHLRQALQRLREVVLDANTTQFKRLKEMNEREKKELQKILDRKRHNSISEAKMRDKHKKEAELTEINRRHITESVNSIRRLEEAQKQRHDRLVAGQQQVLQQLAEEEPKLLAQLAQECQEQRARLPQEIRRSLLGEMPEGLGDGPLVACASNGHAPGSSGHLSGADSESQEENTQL
ASAP1 inh – inhibitors of human ASAP1 ArfGAP activity, primary screen, biochemical, fluorescence polarization; Arf-GAP with SH3 domain, ANK repeat and PH domain-containing protein 1 (Homo sapiens), …; ASAP1-stimulated ARF1 GTP hydrolysis, GDP FP detection; inhibition, % at 16.5 µM; 0.19% of 360,000 active; AID 624377, 2012; in the data active = inhibition above about 25%;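 also: 0% = vehicle with enzyme and substrate and 100% = no enzyme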
UHRF1 MBD2 ctr – UHRF1 methylated DNA binding inhibitors, primary screen, counter-screen for MBD2 inhibitor project, biochemical, TR-FRET, human UHRF1, single concentration; E3 ubiquitin-protein ligase UHRF1 (Homo sapiens), Q96T88; UHRF1 binding to methylated oligo; inhibition, % at 4.4 µM; 0.75% of 370,000 active; in the data active = inhibition above about 21%;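 also: UHRF1 SRA domain binding a hemimethylated CpG hairpin DNA probe; 0% = median of test compound wells and 100% = reference inhibitor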
MBD2 inh – inhibitors of MBD2 binding to methylated DNA, primary screen, biochemical, TR-FRET, DNA-binding domain, human; Methyl-CpG-binding domain protein 2 (Homo sapiens), Q9UBB5; MBD2 binding to methylated oligonucleotide; inhibition, % at 4.4 µM; 0.31% of 370,000 active; in the data active = inhibition above about 13%
KLK7 zymogen act – proKLK7 zymogen activators, primary screen, biochemical, fluorescence intensity; Kallikrein-7 (Homo sapiens), P49862; purified proKLK7, EDANS-DABCYL substrate fluorescence; 100% is mature enzyme control, 0% vehicle; activation, % at 7 µM; 0.9% of 370,000 active;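 active = activation above the mean of all tested compounds plus 3 SD, computed per campaign excluding outliers beyond control limits, cut at about 13% in these data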
ADAM17 inh – ADAM17 inhibitors, primary screen, biochemical, QFRET; Disintegrin and metalloproteinase domain-containing protein 17 (Homo sapiens), P78536; recombinant ADAM17, EDANS/DABCYL FRET peptide cleavage; inhibition, % at 6.95 µM; 0.83% of 370,000 active; AID 720648, 2013;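 active = inhibition above the mean of compounds lying between control limits plus 3 SD, set per campaign, cut at about 8.5% in these data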;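 also: 0% = DMSO-only wells as the low control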
DDE Tn7 FP inh – inhibitors of Tn7 peptide binding to fibrin DD(E), primary screen, biochemical, fluorescence polarization, human fibrin, Tn7 probe; Fibrinogen beta chain (Homo sapiens), P02675; FP displacement of FITC-Tn7 peptide from fibrin DD(E); 0% = median of compound wells per plate; inhibition, % at 8.3 µM; 0.13% of 370,000 active; AID 720508, 2013;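 active = inhibition above the mean of compounds falling within the control limits plus 3 SD of them, cut at about 14% in these data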;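 also: 0% = plate median of compound wells and 100% = 10 µM Aha-Tn7 peptide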
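Assay system: Human clot-derived fibrin DD(E) complex | Buffer or medium: Tris/NaCl/CaCl2 buffer, pH 7.8 | Repeats: One replicate per compound | Benchmarks: Aha-Tn7 high control | Measure: % inhibition scaled between sample-field median and high-control FP | Schedule: 10 min plus 3 h, room temperature | Signal: Fluorescence polarization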
PLCg1 inh – PLC-gamma1 enzyme inhibitors, primary screen, biochemical, fluorescence, purified enzyme; 1-phosphatidylinositol 4,5-bisphosphate phosphodiesterase gamma-1 (Homo sapiens), P19174; fluorogenic substrate; inhibition, % at 12.2 µM; 0.84% of 370,000 active; AID 720700, 2013; in the data active = inhibition above about 9.5%
ARFGAP1 inhibitor – inhibitors of rat ARFGAP1 GAP activity, primary screen, biochemical, fluorescence polarization, GDP tracer. ADP-ribosylation factor GTPase-activating protein 1 (Rattus norvegicus), Q62848. Arfgap1-stimulated ARF1 GTP hydrolysis, GDP FP detection. inhibition, % at 16.5 µM. 0.26% of 360,000 active. AID 651572, 2012;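 active = inhibition above a per-plate limit, mean inhibition of low control wells plus 3 SD, cut at about 25% in these data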;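 also: 0% = DMSO wells with enzyme and 100% = wells lacking Arfgap1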
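Assay system: purified rat His6-Arfgap1 residues 1-136 (GAP domain); Reagent: human Δ17 ARF1 bound to GTP; Dosing: 16.5 µM single point, 1.26% DMSO; Times: GTP hydrolysis reaction 2 h at 25 °C; Signal: FP, GDP Alexa 633 tracer displaced from anti-GDP antibody, 620/688 nm; Measure: % inhibition from polarization.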
An asterisk follows results filed as active.

Start of the listing, in advance (3 entries):
SMILES	DDE Tn6 FP inh	PLCb3 inh	ASAP1 inh	UHRF1 MBD2 ctr	MBD2 inh	KLK7 zymogen act	ADAM17 inh	DDE Tn7 FP inh	PLCg1 inh	ARFGAP1 inhibitor
O=C1CCCCCN1CP(=O)(O)CN1CCOCC1	2	2	6	-1	0	0.2	-4	2	0	-1
CN1CCN(C(=S)NC(CC(=O)c2ccccc2)c2ccccc2)CC1 (stereo not given)	-1	-3	0	-4	0	0.9	1	13	2	-9
COc1ccc2c(c1)c(=O)oc1cc(OCC(=O)N3CCc4ccccc4C3)ccc12	4	-26	-4	39*	21*	-7.2	-34	0	-26	5

The list itself, previewed entries included:
SMILES	DDE Tn6 FP inh	PLCb3 inh	ASAP1 inh	UHRF1 MBD2 ctr	MBD2 inh	KLK7 zymogen act	ADAM17 inh	DDE Tn7 FP inh	PLCg1 inh	ARFGAP1 inhibitor
O=C1CCCCCN1CP(=O)(O)CN1CCOCC1	2	2	6	-1	0	0.2	-4	2	0	-1
CN1CCN(C(=S)NC(CC(=O)c2ccccc2)c2ccccc2)CC1 (stereo not given)	-1	-3	0	-4	0	0.9	1	13	2	-9
COc1ccc2c(c1)c(=O)oc1cc(OCC(=O)N3CCc4ccccc4C3)ccc12	4	-26	-4	39*	21*	-7.2	-34	0	-26	5
O=C(O)c1ccccc1/C=N/Nc1ccc(S(=O)(=O)Nc2ccc(Cl)cc2)cc1[N+](=O)[O-]	2	-2	10	-2	-5	-0.1	4	0	8	-11
CCOc1cc(S(=O)(=O)N2CCCC2)c(C)cc1C	3	1	-12	5	1	-0.2	-2	-6	-3	-12
Cc1cc(C)c(C(=O)N2CCCC(C(=O)c3cc(F)ccc3F)C2)o1 (stereo not given)	1	0	17	1	-1	-0.7	-3	0	0	7
O=C(NCc1ccccc1)C(Cc1ccccc1)NS(=O)(=O)c1cccc2nsnc12 (stereo not given)	-1	-4	3	0	1	-0.1	-4	-1	-7	16
COc1ccc(CCCc2nnc(SCC(=O)Nc3cccc(C)c3)o2)cc1	-12	-77	8	3	-2	0.8	2	-6	1	4
COC(C(=O)Nc1ccc(S(=O)(=O)Nc2ccc(C)c(C)c2)cc1)c1ccccc1 (stereo not given)	-8	-1	3	1	7	0.6	9.0*	-4	2	18
Cc1ccc(S(=O)(=O)CCC(=O)OCn2nnc3ccccc3c2=O)cc1	1	-4	1	1	-4	0.1	-1	-1	1	5
Cc1ccc(CNC(=O)CCC(=O)N2CC(C)Sc3ccccc32)cc1 (stereo not given)	7	-2	6	0	6	0.2	-4	-2	0	3
CCOC(=O)CSc1nnc(NC(=O)c2cc([N+](=O)[O-])cc([N+](=O)[O-])c2)s1	1	0	-3	3	2	-0.3	-2	3	2	-2
Cc1ccc(C(=O)OCN2C(=O)c3ccccc3C2=O)cc1S(=O)(=O)N1CCOCC1	-2	0	-1	5	3	-0.1	-2	-2	3	1
CCOC(=O)C1(Cc2ccccc2)CCCN(C(=O)c2ccc(-n3ccnc3)cc2)C1 (stereo not given)	2	-5	16	2	2	0.1	0	1	1	4
CCOc1ccc2nc(SCC3CC3(Cl)Cl)[nH]c2c1 (stereo not given)	0	-3	-15	0	-6	-0.1	5	3	4	-10
CCc1ccc(C2C(C#N)=C(N)OC3=C2C(=O)CCC3)s1 (stereo not given)	-8	-3	-17	3	-1	0.7	-4	-5	0	6
N#CC1=C(N)Oc2cc(N)ccc2C1c1ccc(F)cc1 (stereo not given)	-15	-123	-2	-4	-7	2.7	-13	7	-109	0
O=C(NC(Cc1c[nH]c2ccccc12)c1nnc2n1CCCCC2)c1ccc(Cl)cc1 (stereo not given)	-2	4	15	-6	-5	0.7	2	2	4	-1
Cc1ccc(N(Cc2ccccc2)C(=O)Cc2ccc(S(=O)(=O)N3CCOCC3)s2)cc1	-2	0	-9	-1	-1	0.0	2	6	2	-3
Cc1nc(NS(=O)(=O)c2ccccc2)sc1NC(=O)OCCN(C)C	1	-5	-7	0	-7	0.1	-2	10	-7	-16
O=C(CN1C(=O)NC2(CCCCCC2)C1=O)c1ccc(OC(F)F)cc1OC(F)F	3	-4	-3	1	1	0.3	2	5	-2	5
CCCCN(C(=O)CSCC(=O)Nc1ccc(OC)cc1)c1c(N)n(CCC)c(=O)[nH]c1=O	3	-5	-7	0	2	0.3	-1	11	-2	3
CC(C)NC(=O)C1(C)CCN1C(=O)C1(c2ccccc2)CCCC1 (stereo not given)	-7	-3	-6	1	4	0.3	-2	0	0	-1
O=C(CCC(=O)Nc1cccc([N+](=O)[O-])c1)NCc1ccccc1	1	-7	-7	1	1	0.2	-3	3	0	1
O=C(COc1ccc(S(=O)(=O)N2CCOCC2)cc1)NC1CCCC1	-8	1	-5	11	1	-1.1	-5	1	6	11
CCOC(=O)Cc1csc(NC(=O)CN2CCN(CC)CC2)n1	2	-4	12	2	0	0.4	-1	0	-3	2
CC(C)(CS(=O)(=O)[O-])NC(=O)CC[N+](C)(C)CCO	0	1	12	92*	54*	-0.4	-7	2	-1	12
CCOc1ccc(NC(=O)COC(=O)c2ccc3c(c2)OCO3)cc1	-1	-7	-16	0	0	0.5	-4	-7	-1	5
Cc1cc(C#N)c(C)n1-c1cc(C(F)(F)F)ccc1N1CCOCC1	4	-2	-7	0	-3	0.0	3	-3	-3	-10
CC(C)Sc1ncc(S(=O)(=O)c2ccccc2)c(=O)[nH]1	-3	0	9	0	0	0.1	0	2	0	-1
CCCCC(=O)Nc1nn(CC)c2nc3c(C)cccc3cc12	-4	-85	-4	0	-3	-1.9	-8	0	-60	-8
COc1ccc(-n2ncc3c(NCC(C)C)ncnc32)cc1	3	-22	-12	3	6	0.1	-5	3	-12	-1
CC(C)CCNC(=O)C(c1ccncc1)N(CC1CCCO1)C(=O)Cn1nnc(-c2ccc(F)cc2)n1 (stereo not given)	1	-3	2	-1	0	0.4	0	4	0	10
O=C1C2CCCN2C(=O)N1CCCCN1CCN(c2cccc(C(F)(F)F)c2)CC1 (stereo not given)	5	-3	-9	-1	0	0.3	1	-10	3	-12
COc1ccc(C2C(C#N)=C(N)SC(N)=C2C#N)cc1OC	-1	-196	-2	4	2	-2.8	-10	-13	-145	5
S=C(NCC1CCCO1)N1CCN(c2ccc(Cl)c(Cl)c2)CC1 (stereo not given)	1	2	-20	-1	0	0.2	1	4	-2	-5
COc1cccc(C2=NN(C(C)=O)C(c3cccs3)C2)c1 (stereo not given)	3	-6	1	-1	-3	0.1	-4	0	1	-14
Cc1ccc(S(=O)(=O)Nc2cc(-c3ccc(Cl)cc3)nn2C)cc1	-3	-8	0	0	-2	-0.1	0	0	3	9
CCOC(=O)C1=CCN(S(=O)(=O)c2ccc(C)cc2)C1c1ccc(C)cc1 (stereo not given)	-7	3	11	0	-2	1.4	4	-3	2	2
COc1cc(/C=N/NC(=O)c2ccc(-n3cccc3)cc2)ccc1O	-5	-74	23	2	-1	1.4	0	-6	-69	-10
CCOC(=O)c1c(NC(=O)COC(=O)CCNS(=O)(=O)c2ccccc2)sc(C(=O)NC)c1C	4	-8	-3	1	5	0.5	-4	-1	-94	-10
CC1Cc2ccccc2N1C(=O)Cn1c(=O)oc2cc(S(=O)(=O)NC3CCCC3)ccc21 (stereo not given)	5	1	1	-1	-1	-0.6	2	4	1	4
CC1(C(=O)NS(=O)(=O)c2cccc(Cl)c2)CCN1C(=O)C1CCCCC1 (stereo not given)	-1	-1	-11	-1	-1	0.2	-3	-1	0	-14
CC(C)c1onc(C(=O)Nc2cccc(Cl)c2)c1[N+](=O)[O-]	-3	4	-6	-1	5	-0.2	2	1	1	8
Cc1ccc2nc(-c3cccc(NC(=O)c4ccco4)c3)[nH]c2c1	-5	-10	17	-2	1	0.6	-3	0	-2	4
COC(=O)C1=CN(c2ccc(F)c(F)c2)C=C(C(=O)OC)C1c1ccc([N+](=O)[O-])cc1	4	-2	6	0	5	0.3	2	4	1	5
O=C(C[C@@H]1C[C@H]2c3cc(NC(=O)NC4CCCCC4)ccc3O[C@H]2[C@H](CO)O1)NC1CCCCC1	5	1	-5	-2	-7	0.8	-1	3	-3	-3
Cc1cc2nc(-c3ccc(SCc4ccccn4)nc3)[nH]c2cc1C	1	-249	3	4	4	127*	-192	2	-154	1
CN(Cc1ccc(Cl)cc1Cl)C(=O)c1cccc(S(=O)(=O)NCc2ccccc2)c1	4	-8	0	-2	-1	-0.1	5	4	-2	18
CCN(CC)S(=O)(=O)c1ccc(N2CCN(C)CC2)c(NC(=O)COc2ccc(F)cc2Cl)c1	10	-6	-5	2	-1	0.1	-2	6	-4	12
Cc1cc(C(=O)COc2cccnc2[N+](=O)[O-])c(C)n1Cc1cccs1	3	-37	-2	1	-1	0.0	-7	6	-19	-1
CC(=O)c1ccc(N2CCN(C(=S)Nc3ccccc3)CC2)cc1	-5	-15	7	4	-2	0.5	-5	-4	-11	14
CC(C)NC(=S)NNc1nc2ccccc2s1	2	-11	-6	0	2	-0.2	-4	-3	1	4
O=C(O)c1ccc(C=C(c2nc3ccccc3s2)c2nc3ccccc3s2)cc1	2	-15	-4	0	-1	-0.4	-4	11	-7	0
O=C(CCS(=O)(=O)c1ccc(Cl)cc1)Oc1ccc2c(c1)OCO2	-9	-2	0	1	4	-0.6	-3	4	2	12
O=C(CN1CCN(Cc2ccc(F)cc2)C1=O)NCc1cccs1	4	1	-23	1	-2	-0.2	0	1	-2	-9
Cc1cnn(-c2cc(N/N=C/c3ccc(F)cc3)ncn2)c1	10	-3	9	1	0	0.5	-5	7	-2	3
O=C(Nc1ccc(Cl)cc1)Nc1ccccn1	2	-5	6	0	1	-0.5	-1	1	3	2

Screening results: PubChem, The Scripps Research Institute Molecular Screening Center
